ALOX12 inh – Primary qHTS assay for inhibitors of human arachidonate 12S-lipoxygenase (ALOX12): Round 2; Polyunsaturated fatty acid lipoxygenase ALOX12 (Homo sapiens), P18054; purified 12hLO, xylenol orange hydroperoxide absorbance; Potency, µM (highest dose often 108 µM), for the others: at the highest dose activity change, negative = inhibition, actives largely listed as inhibitors; 580,000 compounds, 1.1% hits; AID 1671190, 2021; active = well fitted inhibition curve with a large enough effect; inconclusive = small, poorly fitted or top-dose-only effect, or another doubt; inactive = no such curve, though single readings can be large or run the other way; note: potency is the fitted concentration of half-maximal effect
Target sequence (P18054 whole entry, looked up): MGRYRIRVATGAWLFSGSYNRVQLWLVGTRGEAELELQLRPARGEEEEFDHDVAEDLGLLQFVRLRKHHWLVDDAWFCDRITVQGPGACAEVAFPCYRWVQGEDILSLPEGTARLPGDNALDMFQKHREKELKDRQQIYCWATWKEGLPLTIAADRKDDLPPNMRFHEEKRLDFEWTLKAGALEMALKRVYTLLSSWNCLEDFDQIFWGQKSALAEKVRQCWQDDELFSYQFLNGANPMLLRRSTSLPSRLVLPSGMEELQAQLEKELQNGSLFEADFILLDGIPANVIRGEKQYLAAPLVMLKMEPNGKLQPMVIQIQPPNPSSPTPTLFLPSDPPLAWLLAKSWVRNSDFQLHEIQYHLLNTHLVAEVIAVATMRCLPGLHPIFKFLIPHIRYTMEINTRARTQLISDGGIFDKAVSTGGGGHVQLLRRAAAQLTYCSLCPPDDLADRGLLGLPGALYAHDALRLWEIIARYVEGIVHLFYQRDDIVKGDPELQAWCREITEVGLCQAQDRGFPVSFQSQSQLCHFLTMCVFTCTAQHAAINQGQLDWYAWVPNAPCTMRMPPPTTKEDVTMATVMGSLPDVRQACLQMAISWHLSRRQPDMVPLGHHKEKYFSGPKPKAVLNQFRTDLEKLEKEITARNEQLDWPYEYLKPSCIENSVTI
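Purified human 12hLO at 150 nM in 25 mM Hepes, 0.01% Triton X-100, pH 7.0, preincubated 15 min at room temperature with compound. Reaction started with 40 uM arachidonic acid, 30 min at room temperature. Hydroperoxide measured by Fe-xylenol orange, 573/405 nm absorbance ratio.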
LDHA inh – qHTS assay for inhibitors of human lactate dehydrogenase; L-lactate dehydrogenase A chain (Homo sapiens), P00338; AID 1347041, 2019; activity change, % (values are at about 110 or 230 µM); purified LDHA, NADH/diaphorase-resazurin fluorescence; active compounds read low; 480,000 compounds, 0.15% hits; in the data active = activity change below about -30%; inconclusive = mostly about -25% to -30%;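 note: plate controls were DMSO wells for no effect and wells without enzyme for full effect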
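Remaining NADH was detected by diaphorase (0.133 mg/mL) converting 37 µM resazurin to fluorescent resorufin, read at 0 and 20 minutes. The preceding 5-minute room-temperature reaction used 2 nM LDHA, 0.2 mM sodium pyruvate and 0.06 mM NADH at pH 7.4.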
* hit, by the source's call; i = inactive; ? = inconclusive; [ ] = remark or other dose. Unless noted, % is set by controls: 0 for no effect and ±100 for the full control effect. A portion of the library. The share of hits here may be higher or lower than overall.

#	Molecule	ALOX12 inh	LDHA inh
1	c1coc(CNCc2ccsc2)c1	-30%	5
2	O=C(/C=C/c1ccc(-c2ccc(Cl)c(Cl)c2)o1)c1ccc(F)cc1	?	12
3	COc1ccc(-c2nc3ccccc3n(CC(C)C)c2=O)cc1	-26%	-3
4	CC(C)(C)NC(NC(=O)c1ccccc1Cl)C(Cl)(Cl)Cl (stereo unspecified)	-9%	-8
5	CN1CCN(C2CN(Cc3cn(Cc4ccccc4)nn3)S(=O)(=O)C2)CC1 (stereo unspecified)	?	1
6	CC(Oc1ccc(Cl)cc1Cl)C(=O)NC(c1ccccc1)c1ccccc1 (stereo unspecified)	?	6
7	COc1cc(NC(=O)C2=CCN(Cc3ccccc3F)CC2)cc(OC)c1OC	-14%	?
8	O=C(Cn1cnc(S(=O)(=O)N2CCOCC2)c1)N1CCN(c2ccc(F)cc2)CC1	?	0
9	CC(C)Sc1nc(N2CCCCC2)c2c(c1C#N)CCCC2	29%	1
10	COc1cccc(CNC(=O)C(C)OC(C)=O)c1 (stereo unspecified)	-1%	-1
11	O=C(O)c1cc(F)ccc1I	0%	2
12	CCOC(=O)c1[nH]c(C)c(CCC(=O)N2CCC(C(=O)NCCN(C)C3CCCCC3)CC2)c1C	8%	0
13	Cc1cc(C)n2c(NCc3ccccc3)c(-c3cc4ccccc4o3)nc2n1	-37%	1
14	CC(Sc1nnc(-c2ccco2)n1C(C)C)C(=O)Nc1nccs1 (stereo unspecified)	?	-11
15	COC(=O)c1ccc(CO/N=C/c2ccc(OCc3ccc(Cl)cc3)c(OC)c2)cc1	?	0
16	CC(C)c1cc(=O)oc2cc(OCC(=O)N3CCCCC3)ccc12	21%	-1
17	CC(=O)Nc1ccc(C(=O)N2c3ccccc3N=C(c3ccc4c(c3)OCO4)C2C(=O)NCc2ccccc2)cc1 (stereo unspecified)	-24%	-1
18	Cc1ccc(C23CC4CC(CC(C4)C2)C3)cc1N	-10%	62
19	CC(C)c1noc(CN2CCN(c3cccc(F)c3C#N)CC2)n1	-22%	1
20	Cc1ccc2ccc(C(Nc3ccccc3)c3ccc(Cl)cc3)c(O)c2n1 (stereo unspecified)	?	-1
21	O=C(O)c1cccc(COc2ccc(Br)cc2)c1	-21%	5
22	O=C(N[C@@H](Cc1c[nH]c2ccccc12)C(=O)O)c1ccc(Cl)cc1F	?	-1
23	COc1ccc(OCCCC(=O)Nc2ccc3c(C)cc(=O)oc3c2)cc1	?	6
24	Cc1cc(C)c(-c2csc(NC(=O)CN(C)CC(=O)Nc3ccccc3C(F)(F)F)n2)c(C)c1	18%	2
25	CCN(CC(=O)N(C)C)Cc1ccc(F)c2cccnc12	36%[activator]	0
26	COc1cc(S(=O)(=O)N2CCN(CCO)CC2)ccc1Br	-22%	1
27	CCOc1ccccc1OCC(=O)OC(C)C(N)=O (stereo unspecified)	-23%	6
28	O=C(CC(c1ccc(Cl)cc1)C1CCCC1=O)c1ccccc1 (stereo unspecified)	-5%	0
29	Cc1nccn1CCc1nc2cc(NC(=O)CC(C)C)ccc2n1C	9%	10
30	COc1ccccc1NC(=O)C1CC2CCC1C2 (stereo unspecified)	-31%	-1
31	O=C(/C=C/c1ccc(F)cc1)c1cc2ccccc2oc1=O	?	0
32	Cc1nn(C)cc1-c1cc(C(F)F)c2c(C3CC3)nn(CC(=O)O)c2n1	?	5
33	COc1cccc(C(=O)N2CCC[C@@H]2C(=O)N2CCC[C@@H]2C(=O)NCc2ccccc2Cl)c1	-2%	-6
34	Cc1cccc(NC(=O)CCSc2ccc(Cl)cc2)c1	?	8
35	Cc1ccc2c(CN(C)CCOc3ccccc3Cl)cc(=O)oc2c1	?	2
36	Cc1cc(C)c(C(=O)/C=C/c2ccco2)cc1C	?	7
37	CC1=C(C(=O)Nc2ccccc2F)C(c2ccccc2)C2=C(CC(C)(C)CC2=O)N1 (stereo unspecified)	9%	3
38	COC(=O)C1CN(Cc2ccccc2)CCC1=O (stereo unspecified)	-16%	9
39	CCC1c2ccsc2CCN1C(=O)CC(c1ccccc1)c1ccccc1 (stereo unspecified)	?	6
40	Cc1ccc(C)c(C(=O)C(C)Oc2ccc(C#N)cc2)c1 (stereo unspecified)	-29%	11
41	Cc1cccc(N2NC3(CCCC(C)C3)NC2=S)c1C (stereo unspecified)	8.9µM*	7
42	CC(NC(=O)c1cc(=O)c2ccccc2o1)c1ccccc1 (stereo unspecified)	?	1
43	CCOc1ccc(C2C3=C(CCCC3=O)Nc3nc(-c4ccc(Cl)cc4)nn32)cc1 (stereo unspecified)	61%[activator]	3
44	Cc1cc(=O)oc2cc(NC(=O)Cc3ccc(Cl)cc3)ccc12	?	-2
45	COc1ccc(S(=O)(=O)Nc2cccc(CCc3nc4ccccc4n3C)c2)cc1OC	7%	1
46	Cc1cc(Cl)ccc1NC(=O)CN(c1ccccc1F)S(=O)(=O)c1ccccc1	6%	-3
47	Cc1cccc(C(=O)NCC(=O)N(C)Cc2ccc(-c3ccc(Cl)cc3)o2)c1	?	5
48	CCC(C)(C)NCC(=O)Nc1sccc1C#N	?	-24
49	O=C(NNC(=O)C1CCCCC1)c1ccc(F)cc1Cl	39%[activator]	-19
50	Brc1ccc2[nH]c3c(c2c1)CCCC3	?	3
51	CCN(Cc1cccc(NC(=O)c2ccc(C3SCCCS3)cc2)c1)C(=O)C(F)(F)F	1%	1
52	CCC(C)NC(=O)CSc1nnc(-c2ccncc2)n1CC(F)(F)F (stereo unspecified)	23%	1
53	COc1ccc(-c2nc(C#N)c(NCCN(C)C)o2)cc1OC	-1%	9
54	NC(=O)c1ccccc1NC(=O)c1cc2ccccc2oc1=O	?	2
55	Cn1c(=O)c2nc(SCC(=O)NCc3ccc(F)cc3)n(C)c2n(C)c1=O	2%	3
56	CC1(C)CC(CC(=O)O)(c2cccc(C(F)(F)F)c2)CCO1 (stereo unspecified)	?	-1
57	O=C(c1ccc(F)cc1)c1ccccc1C(=O)N1CCCC(C(F)(F)F)C1 (stereo unspecified)	4%	2
58	COc1cccc(/C=C2\Oc3cc(OS(=O)(=O)c4ccc(C)cc4)ccc3C2=O)c1	-32%	13
59	Cc1cc(C)n(C(=O)c2cn(C)nc2S(=O)(=O)N2CCN(c3cc(Cl)ccc3C)CC2)n1	-29%	-21
60	N#Cc1c(SCC(=O)N2CCOCC2)nc(N2CCOCC2)c2c1CCCC2	?	10

Going on with the list.
#	Molecule	ALOX12 inh	LDHA inh
61	Cn1c(C(=O)NCCc2ccco2)cc2cc(S(=O)(=O)N3CCCCC3)ccc21	2%	6
62	CCOC(=O)C1CCCN(C(=O)CSC(C)(C)C)C1 (stereo unspecified)	20%	11
63	CC(C)CNC(=O)CCc1ccc(NC(=O)C2CCCCC2)cc1	15%	-15
64	CC(C)(C)c1ccc(CC/C=N/O)cc1	11µM*	-9
65	O=C(NCC#Cc1ccccc1)C1CCN(C(=O)/C=C/c2ccccc2)CC1	14%	0
66	NS(=O)(=O)c1ccc(N/N=C/c2c[nH]c3ccc(Br)cc23)c([N+](=O)[O-])c1	-2%	4
67	Cc1cccc(C(C)C)c1NC(=O)CSc1nnc(-c2cc(-c3ccccc3)n[nH]2)n1N	-44%	2
68	NS(=O)(=O)c1ccc(N/N=C/c2ccccc2I)c([N+](=O)[O-])c1	53%	8
69	[O-][n+]1ccccc1SCC1CCCCC1	?	1
70	CCCCn1nnnc1C(c1ccccc1)N1CCN(c2ccccc2OC)CC1 (stereo unspecified)	i	-6
71	N#CC1=C(N)Oc2c(c(=O)[nH]c3ccccc23)C1c1ccc(F)cc1 (stereo unspecified)	?	-9
72	Cc1nc(NC(=O)CCc2ccc(S(N)(=O)=O)cc2)sc1C	25%	4
73	COC(=O)[C@]12CCCCC=C1N(Cc1cccc3ccccc13)C(=O)[C@H](CC(=O)NCCCN1CCCC1=O)C2	0%	-1
74	COc1ccccc1NC(=O)COC(=O)c1nn(C)c(=O)c2ccccc12	7%	4
75	CS(=O)(=O)N1CCc2cc(C(=O)Nc3cccc(-c4nnc5n4CCCCC5)c3)ccc21	?	-7
76	O=S(=O)(NCc1ccc(N2CCOCC2)nc1)c1cc(C(F)(F)F)cc(C(F)(F)F)c1	7.1µM*	8
77	Cc1nn(CC(=O)c2cc(C)n(CCC(C)C)c2C)c(=O)c(C#N)c1C	-9%	6
78	COc1cc(C(=O)C(=O)N2CCC(Cc3ccccc3)CC2)cc2ccccc12	-11%	0
79	COc1cc(-c2nn3c(C(C)(C)C)nnc3s2)cc(OC)c1OC	65%	-2
80	O=C(CCc1nnc2ccc(NCc3ccc4c(c3)OCO4)nn12)N1CCC2(CC1)OCCO2	-9%	-6
81	CSc1ccccc1NC(=O)c1ccc(F)cc1F	8%	10
82	COc1ccccc1CCNC(=O)c1sc(NCC(C)C)nc1C	41%[activator]	-2
83	O=C(Nc1ccon1)c1sc2cccc(F)c2c1Cl	-15%	16
84	C[C@H](NC(=O)C1CC(=O)N(c2ccc(F)cc2)C1)C(=O)N[C@@H](Cc1ccccc1)C(=O)O (stereo partly specified)	-33%	6
85	Cc1ccc(CN2CCCN(c3ccc(C(=O)N4CCOCC4)cc3)C2=O)cc1	-5%	-1
86	COCCn1c(SCC(=O)Nc2cc(Cl)ccc2C)nc2ccsc2c1=O	?	6
87	COc1ccc(NC(=O)C2CC(=O)N(C(C)C)C2)cc1S(=O)(=O)N1CCCCC1 (stereo unspecified)	11%	-14
88	CC1CCN(C(=O)c2cc(-c3ccncc3)nc3ccccc23)CC1	-30%	-8
89	NS(=O)(=O)c1ccc(CCNS(=O)(=O)c2ccc(F)cc2)cc1	-2%	3
90	N#CCC(=O)Nc1ccc(C(=O)OCc2ccc(Cl)c(Cl)c2)cc1	?	1

Two records drawn at random from the list so far, as already listed:
#	Molecule	ALOX12 inh	LDHA inh
77	Cc1nn(CC(=O)c2cc(C)n(CCC(C)C)c2C)c(=O)c(C#N)c1C	-9%	6
61	Cn1c(C(=O)NCCc2ccco2)cc2cc(S(=O)(=O)N3CCCCC3)ccc21	2%	6

Full records from above. Values in the order: ALOX12 inh	LDHA inh
`C[C@H](NC(=O)C1CC(=O)N(c2ccc(F)cc2)C1)C(=O)N[C@@H](Cc1ccccc1)C(=O)O` (stereo partly specified) as listed: -33%	6
`NS(=O)(=O)c1ccc(N/N=C/c2ccccc2I)c([N+](=O)[O-])c1` as listed: 53%	8

(listing goes on)
#	Molecule	ALOX12 inh	LDHA inh
91	O=C1CC(c2cccc(O)c2)c2ncn(-c3ccccc3F)c2N1 (stereo unspecified)	?	42
92	CNC(=O)c1nn(CC(=O)N(C)C2CCCCC2)c(=O)c2ccccc12	?	0
93	O=C(CC1C(=O)NCCN1C(=O)CN1CCN(Cc2ccccc2)CC1)Nc1cccc(Cl)c1 (stereo unspecified)	-2%	-3
94	Cc1cc(C)n(-c2ncnc3scc(-c4ccccc4)c23)n1	1%	8
95	Cc1nc(Cn2cnc3scc(-c4ccccc4)c3c2=O)no1	5%	-9
96	Cc1ccc(CNC2CCCc3c2cnn3Cc2ccccc2)s1 (stereo unspecified)	?	2
97	COc1cc2nc(SCC(=O)Nc3ccc(C)cc3)n(-c3ccccc3)c(=O)c2cc1OC	11%	-20
98	CN(C)c1cccc(C(=O)Nc2ccc(Nc3ccccc3)cc2)c1	39%	-2
99	C=CCNc1nc(C(=O)OC(C)C(=O)Nc2ccc(NC(C)=O)cc2)cs1 (stereo unspecified)	1%	-3
100	CCCn1nc(C(=O)N(Cc2ccc3c(c2)OCO3)C2CCCC2)c2ccccc2c1=O	-45%	0
101	CCCCc1cc(=O)oc2c(C)c(OC(C)C(=O)NCc3ccccn3)ccc12 (stereo unspecified)	2%	3
102	Cc1oc2cc(OCC(=O)Nc3nccs3)ccc2c(=O)c1-c1ccc(Cl)cc1	-10%	3
103	COC(=O)C1(C(=O)OC)C[C@H](/C=C/c2ccccc2)N(Cc2ccccc2OC)[C@@H]1c1ccc(F)cc1	0%	-4
104	CN1CCN(C(=O)OC2CC3CC2[C@H]2CCCCN2C3=O)CC1 (stereo partly specified)	4%	3
105	Cc1ccc(C(=O)O)cc1NC(=O)c1ccco1	-23%	21
106	CC(=O)Oc1ccc2c(=O)c(Oc3ccc(F)cc3)c(C(F)(F)F)oc2c1	-17%	3
107	Cc1ccc(/C=C/C(=O)N2CCN(Cc3ccccc3)CC2)cc1	-4%	-10
108	N#Cc1ccc(OCC(=O)c2ccc3c(c2)CCC3)cc1	3%	2
109	CN(Cc1ccccc1Cl)C(=O)c1ccc2c(c1)CCCN2S(C)(=O)=O	12%	0
110	Cc1csc2nc(COc3c(Cl)cccc3Cl)cc(=O)n12	0%	2

Sorted by formula weight (low to high): part of the list above
#	Molecule	ALOX12 inh	LDHA inh
27	CCOc1ccccc1OCC(=O)OC(C)C(N)=O (stereo unspecified)	-23%	6
26	COc1cc(S(=O)(=O)N2CCN(CCO)CC2)ccc1Br	-22%	1
99	C=CCNc1nc(C(=O)OC(C)C(=O)Nc2ccc(NC(C)=O)cc2)cs1 (stereo unspecified)	1%	-3
17	CC(=O)Nc1ccc(C(=O)N2c3ccccc3N=C(c3ccc4c(c3)OCO4)C2C(=O)NCc2ccccc2)cc1 (stereo unspecified)	-24%	-1
